Source: PubChem BioAssay
HTR5A ag ctr: HTR5A agonism, opioid heterodimer counter-screen. HTR5A agonist assay, luminescence, cell-based. activation, % at 9.3 µM. 0.61% of 340,000 active; in the data active = activation mostly above about 9.5%, no sharp cut-off; inactive = mostly below about 7.6%;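 note: 0% = cells with vehicle only and 100% = reference agonist; strong numbers were not always called active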
Target sequence (P47898 whole entry, looked up): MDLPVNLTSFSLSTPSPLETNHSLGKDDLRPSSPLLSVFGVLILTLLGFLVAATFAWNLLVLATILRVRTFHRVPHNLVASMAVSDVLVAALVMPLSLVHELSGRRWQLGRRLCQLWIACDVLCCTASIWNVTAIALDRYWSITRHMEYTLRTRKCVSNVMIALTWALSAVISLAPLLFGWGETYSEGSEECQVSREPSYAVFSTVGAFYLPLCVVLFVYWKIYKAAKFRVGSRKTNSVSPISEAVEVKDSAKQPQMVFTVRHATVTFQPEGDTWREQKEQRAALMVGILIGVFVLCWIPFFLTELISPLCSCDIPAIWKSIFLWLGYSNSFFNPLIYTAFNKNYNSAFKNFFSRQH
OPRM1-OPRD1 inv: inverse agonist of human OPRM1-OPRD1 heterodimerization; inhibition, % at 9.3 µM; cell-based MOR-DOR heterodimer luminescence, inverse agonism; AID 504357; P35372+P41143; 0.21% of 340,000 active; in the data active = inhibition above about 22%, passing the limit was not always enough;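 note: 0% = cells with DMSO and 100% = wells without cells with DMSO; values of inactives mirror those of a sister screen read the other way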
RTF Ca sens inh: cardiac RTF calcium desensitization; IANBD-labeled cardiac RTF, Ca2+ fluorescence; 0.12% of 340,000 active; inhibition, % at 7.15 µM; P19429+P45379;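 active = inhibition above the mean inhibition of all tested compounds plus 3 SD, cut at about 17% in these data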;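 note: assay run at fixed EC70 calcium of 1.6 mM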
C-LANA FP: inhibitors of KSHV LANA C-terminal domain DNA binding; MBP-C-LANA/FAM-LBS DNA binding, fluorescence polarization; 0.078% of 340,000 active; inhibition, % at 9 µM;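 active = highest replicate inhibition at or above 60% at 9 µM, even if other replicates fall short; inactive = all replicates below 60% inhibition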;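 note: 0% = neutral control wells and 100% = 4 µM acridine orange control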
CAL-PDZ inh HTS: inhibitors of human CAL PDZ peptide binding; Q9HD26; purified CAL PDZ, TMR-peptide fluorescence polarization, 1 h; inhibition, % at 24.9 µM; 0.92% of 300,000 active; AID 602252;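 active = mean inhibition of at least 30% with at least half of replicates also reaching 30%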;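 note: 0% = DMSO neutral control and 100% = excess unlabeled competitor peptide PRC23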
HTR5A inv ctr: inverse agonist of human HTR5A in OPRM1-OPRD1 counter-screen; HTR5A cell line, luminescence, inverse agonism; 0.083% of 340,000 active; inhibition, % at 9.3 µM; P47898; in the data active = inhibition mostly above about 23%, no sharp cut-off; inactive = mostly below about 18%;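 note: 0% = cells with DMSO and 100% = no-cell wells with DMSO; some compounds called inactive have numbers as strong as hits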
V-ATPase pH: yeast V-ATPase proton transport regulation by pHLuorin. S. cerevisiae, pHLuorin cytosolic pH fluorescence. response, % at 10 µM. 0.37% of 350,000 active; in the data active = response mostly above about 7.3%, no sharp cut-off; inactive = mostly below about 5.4%; note: actives read high; inactives centre near 0; some compounds called inactive have numbers as strong as hits; reference of the scale not given here
Keap1-Nrf2 PPI: inhibitors of human Keap1-Nrf2 protein-protein interaction; Keap1 Kelch-Nrf2 peptide fluorescence polarization, 1536-well; 0.15% of 340,000 active; AID 504523; inhibition, % at 9.4 µM; in the data active = inhibition above about 12%;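 note: human Keap1 Kelch domain with fluorescein labeled Nrf2 9mer peptide probe; 0% = neutral control wells and 100% = peptide positive control; higher means more block of Keap1 binding to Nrf2 peptide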
Target sequence (Q14145 whole entry, looked up, the tested form may be a part): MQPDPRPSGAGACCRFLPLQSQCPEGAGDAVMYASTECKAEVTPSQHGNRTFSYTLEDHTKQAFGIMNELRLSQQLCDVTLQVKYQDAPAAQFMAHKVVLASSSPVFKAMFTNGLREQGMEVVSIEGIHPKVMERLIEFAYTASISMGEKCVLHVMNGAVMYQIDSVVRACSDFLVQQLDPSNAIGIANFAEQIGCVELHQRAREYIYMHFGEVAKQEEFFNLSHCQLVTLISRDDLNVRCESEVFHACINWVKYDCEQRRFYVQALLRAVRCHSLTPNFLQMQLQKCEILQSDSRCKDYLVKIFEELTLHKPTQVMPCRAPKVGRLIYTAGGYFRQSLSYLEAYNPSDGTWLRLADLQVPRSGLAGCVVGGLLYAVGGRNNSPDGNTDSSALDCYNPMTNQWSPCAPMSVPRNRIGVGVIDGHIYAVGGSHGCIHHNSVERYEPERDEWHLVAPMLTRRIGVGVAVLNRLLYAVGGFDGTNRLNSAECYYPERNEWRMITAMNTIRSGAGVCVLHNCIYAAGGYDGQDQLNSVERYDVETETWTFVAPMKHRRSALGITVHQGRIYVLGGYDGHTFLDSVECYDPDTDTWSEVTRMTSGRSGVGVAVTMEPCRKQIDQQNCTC
RTF Ca sens act: cardiac RTF calcium sensitization | P19429+P45379 | IANBD-labeled TnC RTF fluorescence at EC20 calcium; 0% EC20 calcium, 100% full calcium | activation, % at 7.2 µM | 0.24% of 340,000 active;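 active = activation above the mean over all tested compounds plus 3 SD, cut at about 30% in these data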;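 note: rise in fluorescence read as greater calcium sensitivity of cardiac thin filaments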
OPRM1-OPRD1 ag: agonists of human mu-delta opioid receptor heterodimerization. P35372+P41143. AID 504326. activation, % at 9.3 µM. 0.3% of 340,000 active. cells, OPRM1-OPRD1 heterodimerization, luminescence; in the data active = activation above about 18%;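 note: 0% = vehicle-treated cells and 100% = reference agonist; values of inactives mirror those of a sister screen read the other way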
* hit, by the source's call; x = no result given.

SMILES	HTR5A ag ctr	OPRM1-OPRD1 inv	RTF Ca sens inh	C-LANA FP	CAL-PDZ inh HTS	HTR5A inv ctr	V-ATPase pH	Keap1-Nrf2 PPI	RTF Ca sens act	OPRM1-OPRD1 ag
COc1cccc(CNC(=O)CN2C(=O)COc3ccc(S(=O)(=O)N4CCCC4)cc32)c1	-4.8	19.5	-2.9	0.9	0.7	-0.8	-2.9	-7.3	-4.7	-3.8
CC1=CC(c2ccccc2)n2nc(NS(=O)(=O)c3ccc(C)cc3)nc2N1 (configuration not stated)	-2.3	-7.1	-27.6	0.9	-2.9	5.2	2.1	-3.9	6.7	1.2
N#Cc1ccc(C23CC4(C2)[C@H](CN(CC2CCCCC2)[C@@H]4c2ccccc2)C3c2ccccc2)cc1 (some centres not stated)	10.9	-20.2	-4.3	0.3	-6.2	-29.5	-3.7	-3.7	-1.2	3.5
NC(=O)C1(N2CCCCC2)CCN(C(=O)NC2CCCCC2)CC1	2.1	8.6	-3.2	0.5	-0.2	6.3	-2.6	-3.2	0.6	-1.5
Nc1cc(C(=O)c2ccccc2)ccc1N1CCOCC1	1.4	12.8	-4.0	0.5	-0.2	-17.2	-6.4	-2.1	-3.1	-2.2
CCN(C[C@H]1N[C@@](CC)(C(=O)OC)[C@H]2C(=O)N(C)C(=O)[C@@H]12)C(=O)Nc1ccc(C(F)(F)F)cc1	7.5	5.3	-2.6	0.6	1.8	-27.8	-1.3	-1.8	-2.5	-1.1
CC1CCCN(C(=O)COc2ccc3c(c2)OCO3)C1 (configuration not stated)	-4.0	19.4	0.8	-0.3	x	9.5	0.1	-1.4	-2.9	-3.8
COc1ccc(Cn2c(=S)[nH]c3ccsc3c2=O)cc1	-0.3	-11.9	-15.9	0.0	-8.8	-1.2	-1.1	-0.5	0.7	1.8
O=C(NNC(=O)C1CCN(c2ncccn2)CC1)c1ccncc1	8.0	9.8	1.5	0.9	-5.2	23.5	8.0	-2.3	0.2	-1.9
O=C(CSc1nnc2c(Cl)cc(Cl)cn12)N1CCOCC1	-0.9	6.9	0.1	-0.9	x	6.0	-3.8	-1.7	0.0	-1.3
CO/N=C/C(=N\Nc1ccc(OC)cc1)C(=O)c1ccc(OC)cc1	3.2	9.2	7.8	0.5	-5.7	9.3	-0.5	5.2	3.5	-1.5
O=C(CCCn1c(=S)[nH]c2cc3c(cc2c1=O)OCO3)N1CCc2ccccc2C1	-1.2	12.4	-4.7	0.6	-1.7	3.7	-0.7	1.9	-3.3	-2.5
CCc1c(C)c(C#N)c2nc3ccccc3n2c1N(C)C	1.1	17.4	0.8	0.6	-1.7	12.0	8.1	-4.2	-0.1	-3.9
Cn1cc(CN2CCC(CO)(CCCc3ccccc3)CC2)c(-c2ccccc2)n1	10.5	-10.1	-4.4	0.7	-4.3	-28.7	-3.0	-6.3	4.9	1.9
COc1cccc(CN(C)C(=O)c2ccc(Oc3ccccc3)cc2)c1OC	1.3	-17.9	-9.1	-0.4	1.8	-20.1	-3.1	-0.5	-2.1	2.2
Cn1c(=O)c2c(nc(N3CCCCC3)n2CC(O)COc2ccccc2)n(C)c1=O (configuration not stated)	-1.3	9.8	-5.0	0.5	-0.8	4.8	2.2	-1.4	-5.0	-2.0
CC1=CC(C)C2(CO)COC(c3ccc(O)cc3)C1C2C (configuration not stated)	3.0	11.9	-3.7	0.8	-1.5	-8.5	0.4	2.8	3.7	-2.1
O=C(Nc1cccc(Cl)c1)c1ccc2c(c1)SC1=NS(=O)(=O)CCN12	-0.4	8.0	-5.8	0.4	1.8	8.7	4.7	2.0	-5.9	-1.6
O=C(CS(=O)(=O)c1ccc(F)cc1)NCc1ccccc1	2.2	11.4	-4.2	1.0	2.8	3.3	0.6	0.4	-5.6	-1.7
CC(=O)N1c2ccc(S(=O)(=O)N3CCC(C(=O)Nc4cccc(F)c4)CC3)cc2CC1C (configuration not stated)	-1.7	-1.3	-6.3	-0.1	3.5	-12.6	-3.3	-1.1	-2.6	0.3
CN(CCOC(=O)/C=C/c1ccco1)Cc1ccccc1	0.4	8.2	-5.2	11.6	-3.9	0.5	-3.0	-4.2	1.5	-1.6
O=c1[nH]cnc2c1c(-c1ccccc1)cn2-c1ccc(F)cc1	-2.4	-7.7	-19.5	-3.5	-4.3	6.1	-8.3	4.3	-1.6	1.4
O=C1CC(c2ccccc2)CC(O)=C1C=Nc1ccc(O)cc1 (configuration not stated)	-1.7	-0.8	-7.6	-0.1	3.0	4.8	0.8	-1.9	2.1	0.1
CC(=O)N1CCN(Cc2ccc(Br)s2)CC1	1.1	0.1	-4.1	-0.7	-8.1	12.1	11.7	3.7	1.1	0.0
COc1ccc2c(c1)c(=O)oc1c(C)c(OC(C)C(=O)NCC3CCC(C(=O)O)CC3)ccc12 (configuration not stated)	-0.8	-7.7	-8.2	-3.1	-0.6	3.3	-3.2	-5.2	12.8	1.5
(list continues)
SMILES	HTR5A ag ctr	OPRM1-OPRD1 inv	RTF Ca sens inh	C-LANA FP	CAL-PDZ inh HTS	HTR5A inv ctr	V-ATPase pH	Keap1-Nrf2 PPI	RTF Ca sens act	OPRM1-OPRD1 ag
O=C(Cc1cccs1)N1CCCC(c2nc3c(nnn3Cc3ccccc3Cl)c(=O)[nH]2)C1 (configuration not stated)	0.0	7.9	-0.8	2.0	-2.5	18.9	-0.3	0.8	4.0	-1.5
c1ccc(Cn2cnc3ccccc32)cc1	3.2	12.0	-2.8	-0.6	-2.2	-3.6	x	-1.5	0.2	-2.1
Cc1ccc(/C=N/n2c(-c3ccncc3)n[nH]c2=S)s1	-4.0	8.6	0.1	-0.5	-3.9	-3.8	-5.1	-2.6	2.4	-1.6
O=C(NN=C1CCCC1)c1cccc(O)c1	8.5	14.9	2.4	-0.9	-2.3	-18.7	-5.7	-2.4	-1.2	-2.7
CN1CCC(NC(=O)Nc2cccc(C(F)(F)F)c2)CC1	10.1	-3.5	-4.7	-1.7	x	-11.4	0.7	-4.9	3.9	0.7
CC(C)COc1ccc(C(=O)Nc2ccc([N+](=O)[O-])cc2)cc1	1.4	4.1	4.5	0.0	2.4	-3.4	-1.6	-0.5	-3.9	-0.9
CC(NC(=O)c1cccs1)C(c1cccs1)N1CCOCC1 (configuration not stated)	2.3	18.9	1.4	-0.4	-2.5	1.6	1.8	-3.9	-2.5	-3.2
CSc1ncccc1C(=O)N1CCCC(C(=O)c2cc(F)ccc2F)C1 (configuration not stated)	4.2	12.7	-4.5	-1.4	x	-15.5	2.6	1.9	0.4	-2.5
COc1ccc(N(C(=O)c2snc(C(N)=O)c2N)C(C(=O)NC2CCCC2)c2ccc(C)o2)c(OC)c1 (configuration not stated)	-1.3	21.6	-11.4	1.2	0.3	-32.6	4.4	-2.3	-6.5	-4.1
CCCOC(=O)c1ccc(NC(=O)C2C3C=CC(O3)C2C(=O)O)cc1 (configuration not stated)	-2.0	8.1	-18.8	-1.2	2.7	5.6	0.9	-3.6	-3.4	-1.4
CC(=O)Nc1ccc(OCc2ccc3c(c2)OCO3)cc1	4.9	5.7	-1.1	0.3	5.6	-6.5	0.2	-2.2	2.6	-1.1
CC1NC(=S)N(C2CCCCC2)C1=O (configuration not stated)	2.9	13.3	-11.1	-0.3	-0.6	-7.2	-0.9	-1.9	-0.5	-2.5
N#CC1(NC(=O)COc2ccc3oc4ccccc4c3c2)CCCCC1	4.7	-1.4	12.2	0.9	-3.8	-19.6	-1.3	1.3	2.3	0.3
O=C(O)c1cc2ncc(-c3[nH]ncc3[N+](=O)[O-])cn2n1	-2.7	14.7	-14.3	1.6	0.7	-4.3	-0.3	-1.9	1.3	-3.1
CCCn1c(=O)n(C)c(=O)c2c(SCC(=O)NC34CC5CC(CC(C5)C3)C4)nc(CC(C)C)nc21	-4.6	-4.7	-22.6	-0.9	0.3	11.3	2.0	0.8	-3.4	0.7
O=C(NC1CC1)c1ccc(CSCc2ccccc2Cl)o1	2.5	8.5	-4.4	-0.3	-1.2	5.4	2.7	-2.9	-1.4	-1.6
COc1ccc(NS(=O)(=O)c2cc(S(C)(=O)=O)ccc2C)cc1	4.3	12.7	-3.9	-0.6	-1.1	-3.0	7.8	1.6	3.0	-2.5
Cn1c(=O)c2c(ncn2CC(=O)OCC(=O)Nc2cc(Cl)ccc2C#N)n(C)c1=O	-3.1	5.5	-4.7	-5.6	-5.6	12.2	1.1	-4.1	1.7	-1.1
CCOC(=O)C1CCN(CCCSc2ccc(Cl)cc2)CC1	-1.2	15.1	-0.5	0.8	-1.4	4.7	-3.0	1.6	2.2	-3.0
S=C(Nc1cc(Cl)cc(Cl)c1)NC1CCN(Cc2ccccc2)CC1	3.9	-16.9	-6.9	-1.0	-5.6	-9.3	-2.1	-2.6	-3.5	3.3
CCCCOc1ccc(/C=N/NC(=O)C2CCCNC2=O)cc1 (configuration not stated)	2.2	7.3	1.6	-3.2	-7.7	-5.8	0.3	-0.3	2.8	-1.5
S=C(NCCCn1ccnc1)Nc1ccc(Cl)cc1Cl	-2.1	16.9	-1.4	0.2	-0.4	5.6	-4.2	-7.6	4.7	-3.4
CN(C(=O)c1ccc(OC2CCN(Cc3ccccn3)CC2)cc1)C1CCCCC1	0.7	4.9	-3.1	1.3	-6.3	-3.8	3.3	-6.7	1.2	-0.9
CN(CCCNC(=O)CSc1cc(=O)n(C)c2ccc(Cl)cc12)Cc1ccccc1	0.0	-3.2	-6.5	-0.4	-8.5	0.0	0.1	3.5	1.0	0.6
CC(C)CN(CC(C)C)S(=O)(=O)N1CCC(C(=O)NC2CCCCCCC2)CC1	2.9	0.8	-1.9	-0.4	0.0	14.4	-0.9	1.6	0.1	-0.1
Cc1onc(-c2ccccc2)c1C(=O)c1c[nH]c(C(=O)NCc2ccncc2)c1	-1.7	-20.1	-9.9	-2.1	1.6	32.4	10.8*	-2.3	10.8	4.2
COc1ccc(OCC(O)CON2C(=O)c3ccccc3C2=O)cc1 (configuration not stated)	-2.6	11.6	-6.9	0.9	-2.4	20.5	2.2	-3.1	5.5	-2.1
